Compound activity deposited in PubChem by several laboratories.
Spn MK inh: inhibitors of Streptococcus pneumoniae mevalonate kinase | purified MK, PK/LDH-coupled NADH absorbance 340 nm | inhibition, % at 10 µM | actives 0.48% (n = 65,000) | AID 555;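 active means ranked among the strongest by inhibition in the single 10 µM screen, a fixed top-ranked set picked for dose follow-up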; further: no value below 0 was filed
Spn PMK inh: S. pneumoniae PMK inhibition | purified PMK, PK/LDH-coupled NADH absorbance 340 nm | actives 0.49% (n = 65,000) | inhibition, % at 10 µM;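 active means top-ranked compounds by inhibition in the single 10 µM screen, taking a fixed number of the strongest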;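 further: 0% = full reaction with DMSO carrier and 100% = background rate without enzyme reaction; no value below 0 was filed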
LYP inhibition: LYP phosphatase inhibitors, primary screen, biochemical, DiFMUP fluorescence, recombinant catalytic domain, 10 µM (AID 606). inhibition, % at 10 µM; hits with a dose series show IC50 in µM. recombinant LYP catalytic domain, DiFMUP fluorescence; higher % means a stronger effect. 52,000 tested, under 10 active;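 active means IC50 under 40 µM in the dose-response test; inactive means IC50 of 40 µM or more, or never dose-tested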
HPDE-C7K KRASV12: viability loss of HPDE-C7K cells – cell-based, fluorescence, HTS, primary screen (AID 431); HPDE-C7K KRASV12 cells, Alamar Blue viability, 48 h; higher % means a stronger effect; cytotoxicity, % at 10 µM; hits with a dose series show EC50 in µM; actives 1.7% (n = 63,000);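 active means compounds whose percent cytotoxicity in the single-dose primary screen, scaled between solvent and toxic-drug controls, exceeds 50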;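 further: 0% = DMSO solvent wells and 100% = doxorubicin-treated wells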
Spn DPM-DC inh: S. pneumoniae DPM-DC inhibition. purified DPM-DC, PK/LDH coupled NADH fluorescence. calls only at 10 µM. actives 0.49% (n = 65,000). AID 556;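 active means the 320 compounds with the highest percent inhibition in the single-dose primary screen, excluding strongly autofluorescent ones, cut at about 32% in these data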;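 further: kinetic rate of NADH fluorescence loss reporting ADP formed by the decarboxylase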
HPDE-C7 viability: cytotoxicity in HPDE-C7 cells, cell-based, fluorescence, HTS (AID 430). HPDE-C7 pancreatic duct cells viability, fluorescence; higher % means a stronger effect. actives 1.8% (n = 63,000). one-dose cytotoxicity, % at 10 µM; EC50 in µM for titrated hits;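 further: cells exposed to compound for 48 hours before viability readout; 0% = vehicle and 100% = reference cytotoxic drug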
TNAP inhibition: inhibition of tissue-nonspecific alkaline phosphatase – biochemical, luminescent (AID 518). purified TNAP enzyme, luminescent substrate readout; higher % means a stronger effect. inhibition, % at 20 µM; hits with a dose series show IC50 in µM. actives 0.09% (n = 64,000); in the data active means a potency from the dose series; inactive means the rest, 99 in 100 with inhibition below about 22%;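 further: plate controls were vehicle for no effect and reference inhibitor for full effect; many of its hits are not listed in these tables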
HT1080 viability: cytotoxicity in HT1080 fibrosarcoma cells, cell-based, fluorescence readout (AID 620); HT1080 viability, fluorescence; higher % means a stronger effect; cytotoxicity, % at 10 µM, or EC50 in µM where a hit was titrated; actives 0.42% (n = 87,000);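 further: cells exposed to compound overnight then 4 h with Alamar Blue; 0% = vehicle DMSO and 100% = killing control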
Bfl-1 displacement: displacement of Bid BH3 peptide from Bfl-1 – biochemical, fluorescence polarization, FITC-Bid, mouse, primary screen (AID 432) | FITC-Bid BH3 peptide fluorescence polarization displacement; higher % means a stronger effect | displacement, % at 20 µM; hits with a dose series show IC50 in µM | actives 0.02% (n = 64,000); in the data active means a potency from the dose series; inactive means the rest, 99 in 100 with displacement below about 15%; further: strong numbers were not always called active
Spn PMK inh pilot replicates: second read-out of Spn PMK inh, no call of its own (marks repeat the call); inhibition, %; measured here: pilot screen replicates
Spn MK inh pilot replicates: also measured in Spn MK inh; calls as there; inhibition, %; measured here: pilot screen replicates
Spn DPM-DC inh pilot screen %: also measured in Spn DPM-DC inh; calls as there; inhibition, %; measured here: pilot screen trials
* = called active by the depositor. Unless noted, no stated cut-off is given here; in the data, active means cytotoxicity above about 50%; inactive means the rest.

O=C(NCCSCc1ccccc1)c1cc(S(=O)(=O)N2CCOCC2)ccc1F was read as Spn MK inh 0, Spn PMK inh 2, LYP inhibition 6%, HPDE-C7K KRASV12 -11%, Spn DPM-DC inh inactive, HPDE-C7 viability -23%, TNAP inhibition 7%, HT1080 viability -2% and Bfl-1 displacement 6%.
Screening O=C(OCCN1C(=O)c2ccccc2C1=O)c1cc2ccccc2o1 returned Spn MK inh 11, Spn PMK inh 8, LYP inhibition -2%, HPDE-C7K KRASV12 3%, Spn DPM-DC inh inactive, HPDE-C7 viability -11%, TNAP inhibition -4%, HT1080 viability 5% and Bfl-1 displacement 0%.
`CCOC(=O)CSc1nnc(NC(=O)c2cccc(S(=O)(=O)N3CCCCC3)c2)s1` gave Spn MK inh 4, Spn PMK inh 7, HPDE-C7K KRASV12 5%, Spn DPM-DC inh inactive, HPDE-C7 viability 1%, TNAP inhibition 13%, HT1080 viability -5%, Bfl-1 displacement 6%, Spn PMK inh pilot replicates 5.0, Spn MK inh pilot replicates 2.0 and Spn DPM-DC inh pilot screen % 5.5.
Cc1cc(C)nc(/N=C2\NC(=O)CC(C(=O)O)N2c2ccc(Cl)cc2)n1 (stereo not drawn) was read as Spn MK inh 9, Spn PMK inh 13, LYP inhibition -8%, HPDE-C7K KRASV12 -4%, Spn DPM-DC inh inactive, HPDE-C7 viability -1%, TNAP inhibition 21%, HT1080 viability 0%, Bfl-1 displacement -3%, Spn PMK inh pilot replicates 1.5, Spn MK inh pilot replicates 1.0 and Spn DPM-DC inh pilot screen % 0.0.
Cc1cc(C(=O)CSc2n[nH]c(N)n2)c(C)n1-c1cccc(F)c1 was read as Spn MK inh 7, Spn PMK inh 8, LYP inhibition 10%, HPDE-C7K KRASV12 -8%, Spn DPM-DC inh inactive, HPDE-C7 viability -13%, TNAP inhibition -10%, HT1080 viability -2% and Bfl-1 displacement 3%.
CC(C)Oc1nc(-c2ccccc2O)nc2ccccc12 was read as Spn MK inh 11, Spn PMK inh 4, HPDE-C7K KRASV12 -22%, Spn DPM-DC inh inactive, HPDE-C7 viability -19%, TNAP inhibition 11%, HT1080 viability -8% and Bfl-1 displacement -1%.
For O=c1/c(=C/c2ccccn2)sc2n1CN(c1ccccc1)CN=2 the results were Spn MK inh 4, Spn PMK inh 8, LYP inhibition -5%, HPDE-C7K KRASV12 -2%, Spn DPM-DC inh inactive, HPDE-C7 viability -3%, TNAP inhibition 9%, HT1080 viability -7% and Bfl-1 displacement -1%.
Screening Cc1ccccc1-n1c(=O)cc(NCc2ccc3c(c2)OCO3)[nH]c1=O returned Spn MK inh 3, Spn PMK inh 6, LYP inhibition 4%, HPDE-C7K KRASV12 0%, Spn DPM-DC inh inactive, HPDE-C7 viability 3%, TNAP inhibition 16%, HT1080 viability 0%, Bfl-1 displacement 3%, Spn PMK inh pilot replicates 0.0, Spn MK inh pilot replicates 3.0 and Spn DPM-DC inh pilot screen % 4.5.
Screening Clc1ccc(C2CC(c3cccs3)n3ncnc3N2)cc1Cl (stereo not drawn) returned Spn MK inh 12, Spn PMK inh 11, LYP inhibition 15%, HPDE-C7K KRASV12 3%, Spn DPM-DC inh inactive, HPDE-C7 viability 3%, TNAP inhibition 1%, HT1080 viability 10% and Bfl-1 displacement 1%.
For CSc1cccc(NC(=O)C2CCCN(S(=O)(=O)c3cnc[nH]3)C2)c1 (stereo not drawn) the results were Spn MK inh 0, Spn PMK inh 7, HPDE-C7K KRASV12 5%, Spn DPM-DC inh inactive, HPDE-C7 viability -8%, TNAP inhibition 7%, HT1080 viability -1% and Bfl-1 displacement -1%.
Screening CCCCC(=O)NC(Nc1nc(C2CC2)cs1)(C(=O)OCC)C(F)(F)F (stereo not drawn) returned Spn MK inh 3, Spn PMK inh 9, LYP inhibition 7%, HPDE-C7K KRASV12 -2%, Spn DPM-DC inh inactive, HPDE-C7 viability -7%, TNAP inhibition 0%, HT1080 viability -10% and Bfl-1 displacement 5%.
For COc1ccc(-c2nc(N)n[nH]2)cc1OC the results were Spn MK inh 9, Spn PMK inh 6, LYP inhibition 3%, HPDE-C7K KRASV12 1%, Spn DPM-DC inh inactive, HPDE-C7 viability 6%, TNAP inhibition 11%, HT1080 viability 3% and Bfl-1 displacement 3%.
Screening CC1(C(=O)O)CCC(C(=O)Nc2ccc(S(N)(=O)=O)cc2)C1(C)C (stereo not drawn) returned Spn MK inh 4, Spn PMK inh 0, LYP inhibition 1%, HPDE-C7K KRASV12 -6%, Spn DPM-DC inh inactive, HPDE-C7 viability 3%, TNAP inhibition 11%, HT1080 viability 0% and Bfl-1 displacement -4%.
`COC(=O)CSc1nc(C2CC2)cc(C(F)(F)F)c1C#N` gave Spn MK inh 0, Spn PMK inh 16, LYP inhibition 2%, HPDE-C7K KRASV12 7%, Spn DPM-DC inh inactive, HPDE-C7 viability 0%, TNAP inhibition 2%, HT1080 viability 6% and Bfl-1 displacement -2%.
`COc1ccccc1N1CCN(C(=O)c2ccc(C(C)(C)C)cc2)CC1` gave Spn MK inh 0, Spn PMK inh 0, LYP inhibition 3%, HPDE-C7K KRASV12 -30%, Spn DPM-DC inh inactive, HPDE-C7 viability -14%, TNAP inhibition 8%, HT1080 viability -16% and Bfl-1 displacement -9%.
Screening CCOc1ccc(OCc2ccc(C(=O)NCC3CCCO3)o2)cc1 (stereo not drawn) returned Spn MK inh 11, Spn PMK inh 4, LYP inhibition 2%, HPDE-C7K KRASV12 5%, Spn DPM-DC inh inactive, HPDE-C7 viability 1%, TNAP inhibition 15%, HT1080 viability 1% and Bfl-1 displacement -1%.
`CCN(CC)C(=O)CSc1nnc(-c2cc3ccccc3cc2O)n1CC` gave Spn MK inh 0, Spn PMK inh 22, HPDE-C7K KRASV12 11%, Spn DPM-DC inh inactive, HPDE-C7 viability -8%, TNAP inhibition 9%, HT1080 viability -7% and Bfl-1 displacement -5%.
For COc1cccc(C(c2sc3nc(C)nn3c2O)N2CCc3ccccc3C2)c1 (stereo not drawn) the results were Spn MK inh 1, Spn PMK inh 0, LYP inhibition -8%, HPDE-C7K KRASV12 -9%, Spn DPM-DC inh inactive, HPDE-C7 viability -28%, TNAP inhibition -8%, HT1080 viability -7% and Bfl-1 displacement -6%.
Screening CS(=O)(=O)CCC(C(=O)N1CCOCC1)N1C(=O)c2cc(Cl)c(Cl)cc2C1=O (stereo not drawn) returned Spn MK inh 4, Spn PMK inh 3, LYP inhibition 2%, Spn DPM-DC inh inactive, TNAP inhibition 7%, HT1080 viability 0% and Bfl-1 displacement 5%.
Screening Cc1ccc(CNC(=O)c2cc3c(=O)n4cccc(C)c4nc3n(CC3CCCO3)c2=N)cc1 (stereo not drawn) returned Spn MK inh 10, Spn PMK inh 0, TNAP inhibition 11%, HT1080 viability 12% and Bfl-1 displacement 3%.
CCCc1cc(N2CCCC(C(=O)Nc3c(OC)cccc3OC)C2)n2ncnc2n1 (stereo not drawn) was read as Spn MK inh 0, Spn PMK inh 16, LYP inhibition 15%, HPDE-C7K KRASV12 -8%, Spn DPM-DC inh inactive, HPDE-C7 viability -3%, TNAP inhibition 15%, HT1080 viability -1% and Bfl-1 displacement -2%.
Screening O=C(NCc1ccco1)C1CCN(c2ccc(N3CCOCC3)nn2)CC1 returned Spn MK inh 12, Spn PMK inh 5, LYP inhibition 3%, HPDE-C7K KRASV12 -3%, HPDE-C7 viability -4%, TNAP inhibition 20%, HT1080 viability -2%, Bfl-1 displacement -4%, Spn PMK inh pilot replicates 0.0 and Spn MK inh pilot replicates 0.0.
Cc1ccc(-c2cc(C(F)(F)F)n3ncc(C(=O)O)c3n2)cc1 was read as Spn MK inh 16, Spn PMK inh 1, LYP inhibition -3%, HPDE-C7K KRASV12 1%, Spn DPM-DC inh inactive, HPDE-C7 viability 2%, TNAP inhibition 8%, HT1080 viability 0%, Bfl-1 displacement -7%, Spn PMK inh pilot replicates 2.0, Spn MK inh pilot replicates 0.0 and Spn DPM-DC inh pilot screen % 4.0.
`COc1ccc(S(=O)(=O)N2CCN(C(=O)COc3ccc4c(C)cc(=O)oc4c3)CC2)cc1` gave Spn MK inh 6, Spn PMK inh 7, HPDE-C7K KRASV12 -12%, Spn DPM-DC inh inactive, HPDE-C7 viability -6%, TNAP inhibition 15%, HT1080 viability 6% and Bfl-1 displacement 1%.

3 compounds out of the list, arranged by molar mass, rising:
Cc1ccc(-c2cc(C(F)(F)F)n3ncc(C(=O)O)c3n2)cc1 was read as Spn MK inh 16, Spn PMK inh 1, LYP inhibition -3%, HPDE-C7K KRASV12 1%, Spn DPM-DC inh inactive, HPDE-C7 viability 2%, TNAP inhibition 8%, HT1080 viability 0%, Bfl-1 displacement -7%, Spn PMK inh pilot replicates 2.0, Spn MK inh pilot replicates 0.0 and Spn DPM-DC inh pilot screen % 4.0.
CCCc1cc(N2CCCC(C(=O)Nc3c(OC)cccc3OC)C2)n2ncnc2n1 (stereo not drawn) was read as Spn MK inh 0, Spn PMK inh 16, LYP inhibition 15%, HPDE-C7K KRASV12 -8%, Spn DPM-DC inh inactive, HPDE-C7 viability -3%, TNAP inhibition 15%, HT1080 viability -1% and Bfl-1 displacement -2%.
Screening Cc1ccc(CNC(=O)c2cc3c(=O)n4cccc(C)c4nc3n(CC3CCCO3)c2=N)cc1 (stereo not drawn) returned Spn MK inh 10, Spn PMK inh 0, TNAP inhibition 11%, HT1080 viability 12% and Bfl-1 displacement 3%.

The listing continues.
Screening COC(=O)CCC(=O)Oc1ccc(OC(=O)CCC(=O)OC)cc1 returned Spn MK inh 16, Spn PMK inh 0, LYP inhibition 10%, HPDE-C7K KRASV12 18%, Spn DPM-DC inh inactive, HPDE-C7 viability 32%, TNAP inhibition 12% and Bfl-1 displacement -13%.
Screening Cc1c(C(=O)OC(C)C)[nH]c2c1C(=O)CCC2 returned Spn MK inh 5, Spn PMK inh 0, LYP inhibition 6%, HPDE-C7K KRASV12 18%, Spn DPM-DC inh inactive, HPDE-C7 viability 4%, TNAP inhibition 15%, HT1080 viability 6%, Bfl-1 displacement -5%, Spn PMK inh pilot replicates 1.0, Spn MK inh pilot replicates 2.0 and Spn DPM-DC inh pilot screen % 3.5.
Screening CC(c1cccnc1)N(CCN(C)C)C(=O)Nc1ccc(Cl)c(Cl)c1 (stereo not drawn) returned Spn MK inh 7, Spn PMK inh 9, LYP inhibition 1%, HPDE-C7K KRASV12 -5%, Spn DPM-DC inh inactive, HPDE-C7 viability 0%, TNAP inhibition 6%, HT1080 viability 2% and Bfl-1 displacement 4%.
Screening COc1cc(NC(=O)C2CCCO2)c(C(=O)O)cc1OC (stereo not drawn) returned Spn MK inh 1, Spn PMK inh 0, LYP inhibition -2%, HPDE-C7K KRASV12 6%, Spn DPM-DC inh inactive, HPDE-C7 viability 10%, TNAP inhibition 6%, HT1080 viability 7% and Bfl-1 displacement 7%.
